Screening data from PubChem BioAssay.
EBV LMP1 NFkB – inhibitors of Epstein-Barr LMP1-induced NF-kappaB reporter; LMP1-induced NF-kappaB luciferase reporter cells, luminescence; inhibition, % at 12.5 µM; 350,000 tested, 0.69% active; in the data active = inhibition above about 41%;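 also: 0% = neutral control wells and 100% = reference inhibitor control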
NCOA3 inh – human NCOA3 inhibition | inhibition, % at 3.6 µM | HEK293 GAL4-SRC3 luciferase reporter, luminescence | AID 588352 | Q9Y6Q9 | 360,000 tested, 0.17% active;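 active = inhibition above a per-campaign cutoff, the mean of all compounds plus 3 SD, cut at about 60% in these data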;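 also: 0% = DMSO-treated cells and 100% = gossypol-treated cells at 36 µM; higher means less SRC3-driven luciferase light from the GAL4 reporter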
NR5A2 inv ag – inverse agonists of human LRH-1 (NR5A2) | O00482 | HEK293T StAR-luciferase reporter, LRH-1 transfected, 24 h | inhibition, % at 3.6 µM | 360,000 tested, 0.13% active | AID 602396;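 active = inhibition above the mean inhibition of all tested compounds plus 3 SD, cut at about 73% in these data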;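 also: 0% = DMSO wells and 100% = reporter-only cells lacking LRH-1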
NCOA2 inhibitor – inhibits human steroid receptor coactivator 2 | AID 651957 | inhibition, % at 9 µM | Q15596 | 370,000 tested, 0.17% active | HEK293 GAL4-SRC2 luciferase reporter, luminescence;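 active = inhibition above the mean inhibition of all tested compounds plus 3 SD, set per campaign, cut at about 52% in these data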;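 also: 0% = DMSO treated cells and 100% = cells given Gossypol at 36 µM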
TWEAK Fn14 block – blocks TWEAK-Fn14 interaction in a reporter cell assay. TWEAK-stimulated Fn14 reporter cells, luciferase luminescence, 8 h. inhibition, % at 10 µM. 360,000 tested, 2% active. AID 1159606; in the data active = inhibition above about 50%
TRAIL sens C8 – sensitizes caspase-8 expressing cells to TRAIL. NB7+C8 cells + TRAIL, ATPlite viability luminescence. inhibition (viability loss, TRAIL sensitization), % at 10 µM. 360,000 tested, 1% active. AID 624354;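 active = compounds causing at least 50% loss of cell viability in the single-dose screen, relative to plate controls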
TROY NFkB inh – blocks TROY-dependent signaling in reporter cells | Q293 LMP1-TROYcd NF-kB luciferase reporter, 4 h | inhibition, % at 10 µM | 360,000 tested, 0.98% active;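 active = compounds whose plate-normalised and pattern-corrected inhibition of the luciferase reporter signal at the single screening dose is 50% or more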
NCOA1 inh – inhibits human SRC1 coactivator. Q15788. HEK293 GAL4-SRC1 luciferase reporter, luminescence. inhibition, % at 3.6 µM. 360,000 tested, 0.12% active. AID 588354;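 active = inhibition above the campaign mean plus 3 SD, with each screening campaign given its own cutoff, cut at about 60% in these data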;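 also: 0% = DMSO treated cells and 100% = gossypol at 36 µM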
Target sequence (Q15788 whole entry, looked up, the tested form may be a part): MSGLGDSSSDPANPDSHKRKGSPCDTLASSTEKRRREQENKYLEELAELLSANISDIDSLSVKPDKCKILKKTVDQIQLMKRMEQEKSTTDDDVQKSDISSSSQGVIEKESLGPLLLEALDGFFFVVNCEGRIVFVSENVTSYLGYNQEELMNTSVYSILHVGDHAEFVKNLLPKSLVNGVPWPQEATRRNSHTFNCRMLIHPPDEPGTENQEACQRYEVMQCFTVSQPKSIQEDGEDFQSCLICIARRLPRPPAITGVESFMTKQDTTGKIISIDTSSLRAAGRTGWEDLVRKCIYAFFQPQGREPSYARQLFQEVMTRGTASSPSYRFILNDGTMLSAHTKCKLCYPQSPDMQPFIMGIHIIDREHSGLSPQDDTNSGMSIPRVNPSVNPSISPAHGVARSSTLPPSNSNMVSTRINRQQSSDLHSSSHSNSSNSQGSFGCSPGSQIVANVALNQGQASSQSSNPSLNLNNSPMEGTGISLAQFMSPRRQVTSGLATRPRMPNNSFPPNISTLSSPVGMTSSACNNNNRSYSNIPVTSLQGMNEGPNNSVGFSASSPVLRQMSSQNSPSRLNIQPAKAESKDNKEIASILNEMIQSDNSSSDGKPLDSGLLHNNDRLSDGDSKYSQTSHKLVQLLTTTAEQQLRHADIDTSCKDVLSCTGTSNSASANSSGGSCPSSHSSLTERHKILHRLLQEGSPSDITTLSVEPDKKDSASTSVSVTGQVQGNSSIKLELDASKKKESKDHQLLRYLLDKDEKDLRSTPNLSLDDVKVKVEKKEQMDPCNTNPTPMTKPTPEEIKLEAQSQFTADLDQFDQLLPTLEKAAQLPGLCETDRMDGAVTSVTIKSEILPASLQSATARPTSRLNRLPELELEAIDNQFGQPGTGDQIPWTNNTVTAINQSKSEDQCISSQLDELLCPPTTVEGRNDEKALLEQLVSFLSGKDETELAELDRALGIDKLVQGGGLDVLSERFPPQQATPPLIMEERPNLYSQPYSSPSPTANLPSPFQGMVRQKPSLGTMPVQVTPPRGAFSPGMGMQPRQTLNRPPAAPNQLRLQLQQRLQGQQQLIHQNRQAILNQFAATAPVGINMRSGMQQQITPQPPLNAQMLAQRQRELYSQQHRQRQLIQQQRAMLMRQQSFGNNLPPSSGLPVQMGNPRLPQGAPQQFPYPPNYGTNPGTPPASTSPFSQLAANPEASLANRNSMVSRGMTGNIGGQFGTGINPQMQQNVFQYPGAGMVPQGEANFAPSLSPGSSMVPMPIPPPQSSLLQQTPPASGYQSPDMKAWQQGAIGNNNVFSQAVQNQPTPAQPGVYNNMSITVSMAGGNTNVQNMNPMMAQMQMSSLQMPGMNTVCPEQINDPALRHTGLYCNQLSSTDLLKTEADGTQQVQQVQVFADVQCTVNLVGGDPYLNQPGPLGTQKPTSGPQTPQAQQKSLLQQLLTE
NR2F2 inh – blocks human COUP-TFII nuclear receptor; HEK293T NGFI-A luciferase reporter, luminescence; P24468; inhibition, % at 8.6 µM; 370,000 tested, 0.7% active; AID 686940;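 active = inhibition above a per-plate cutoff, mean inhibition of test wells between control levels plus 3 SD, cut at about 38% in these data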;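 also: cells cotransfected with COUP-TFII expression vector driving the NGFI-A reporter; 0% = median of COUP-TF2 test wells and 100% = reporter-only cells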
CF NFkB inh – inhibitors of cystic fibrosis induced NF-kB; AID 588850; KKLEB NF-kB-GFP reporter, PAF-induced, GFP fluorescence overnight; 360,000 tested, 0.86% active; inhibition, % at 5 µM;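 active = at least 50% inhibition at 5 µM, scaled per plate between neutral and stimulator controls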;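 also: PAF is a Pseudomonas aeruginosa culture filtrate used as stimulus; plate controls were PAF-stimulated DMSO wells for no effect and unstimulated DMSO wells for full effect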
KKLEB tox – reduces viability of KKLEB cystic fibrosis airway cells | KKLEB CF airway cells viability, ATPlite luminescence, overnight; hits give low values; cells stimulated with P. aeruginosa culture filtrate | activity change (cytotoxicity), % at 5 µM | 360,000 tested, 0.36% active;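 active = corrected activity change at or below -50% at 5 µM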
* = called active by the depositor; / = no result given.

| Compound | EBV LMP1 NFkB | NCOA3 inh | NR5A2 inv ag | NCOA2 inhibitor | TWEAK Fn14 block | TRAIL sens C8 | TROY NFkB inh | NCOA1 inh | NR2F2 inh | CF NFkB inh | KKLEB tox |
| --- | --- | --- | --- | --- | --- | --- | --- | --- | --- | --- | --- |
| CC[C@]12c3[nH]c4cc(CCC(=O)N(C)C)ccc4c3CCN1C(=O)[C@@H](CC(=O)NCc1cccc(C(F)(F)F)c1)C[C@@H]2C(=O)N1CCN(C(=O)C2CC2)CC1 | 2 | 6 | 3 | -35 | -3 | 15 | -19 | -1 | -6 | -10 | -1 |
| O=C(OCC(=O)c1c[nH]c2ccccc12)c1ccc(Br)o1 | -24 | -7 | 5 | / | -27 | 2 | -50 | -18 | / | -7 | 17 |
| Cc1ccc(C(=O)N2CCN(S(=O)(=O)N3CCCCC3)CC2)cc1 | -2 | 13 | 19 | -14 | 5 | -13 | -13 | 0 | -10 | -1 | 11 |
| COc1ccc(OC)c(S(=O)(=O)Nc2ccc(C(C)=O)cc2)c1 | 5 | 3 | 6 | 7 | 10 | -1 | 2 | 9 | 4 | 15 | 5 |
| CCC(=O)NC(c1ccc(C)cc1)c1cc([N+](=O)[O-])c2cccnc2c1O (stereo not drawn) | 17 | 15 | -6 | -7 | 23 | 54* | -9 | -1 | -17 | 2 | -4 |
| Cc1ccc(C(=O)NCCS(=O)(=O)N2CCN(c3ccccc3F)CC2)cc1[N+](=O)[O-] | 0 | -14 | -6 | -17 | 31 | 0 | 21 | 2 | 10 | -12 | 14 |
| Cc1nnc(NC(=O)CSC2=NN3CCCC(=O)N=C3S2)s1 | 2 | 15 | 0 | 10 | -1 | -4 | 24 | 3 | 7 | 4 | 1 |
| CN(C)C(=O)CN1C(=O)NC2(CCCc3ccccc32)C1=O (stereo not drawn) | 5 | -8 | 4 | -3 | 10 | 5 | 5 | 14 | -2 | -8 | 17 |
| O=C(NC(=S)Nc1ccccc1N1CCCCC1)c1cccs1 | -24 | 20 | 10 | 16 | 28 | -7 | 0 | -10 | 22 | -5 | 12 |
| COC(=O)c1ccc(NC(=O)C2CCCN2S(=O)(=O)c2ccc(F)cc2)cc1 (stereo not drawn) | 1 | -1 | -20 | -27 | 9 | 1 | -5 | -12 | 7 | 8 | -3 |
| CC(=O)Nc1cccc(N2C(=O)CCC2=O)c1 | -2 | -2 | -2 | 2 | -12 | 1 | 2 | -17 | 9 | -5 | 4 |
| CC(=O)NC(=S)Nc1ccc(NC(=S)NC(=O)c2cccs2)cc1 | -13 | -8 | 3 | -9 | -15 | 23 | -7 | -20 | -11 | 22 | -16 |
| N#CCSc1nnc(-c2sc3ccccc3c2Cl)o1 | 16 | 15 | 12 | 0 | 34 | 22 | 7 | 13 | 53* | 8 | -20 |
| CC(=O)NCCc1nc2cc(NC(=O)c3ccc(F)cc3)ccc2n1C | -18 | -86 | -83 | -101 | 9 | 28 | -44 | -51 | -51 | -2 | -1 |
| Cc1ccc(C2=CN(Cc3ccccc3)CCC2=O)cc1 | -7 | -12 | -26 | 3 | 0 | 0 | 8 | 1 | -4 | -10 | -8 |
| CCOC(=O)CN(C(=O)Cn1nnc(-c2ccc(OC)cc2)n1)C(C(=O)NC1CCCC1)c1ccc(F)cc1 (stereo not drawn) | 1 | 1 | 4 | 19 | 43 | -21 | 48 | -10 | -7 | -3 | 9 |
| O=C(CN(C(=O)CNS(=O)(=O)c1ccc(F)cc1)c1ccc(F)cc1)NCc1ccco1 | -4 | -10 | -12 | -17 | 16 | -4 | 11 | -12 | 5 | 10 | -2 |
| COc1ccc(Cl)cc1S(=O)(=O)N1CCN(C(=O)COc2ccccc2)CC1 | 3 | 4 | -5 | 3 | -1 | 17 | -7 | 1 | -2 | -3 | 0 |
| O=C(COC(=O)C1CCN(C(=O)c2ccc(Cl)cc2)CC1)NC1CCS(=O)(=O)C1 (stereo not drawn) | 0 | 7 | -1 | -25 | 6 | -8 | -48 | 11 | 8 | -7 | 1 |
| O=C(CN1CCN(c2ncccn2)CC1)NCCC1=CCCCC1 | -3 | 0 | -11 | -14 | 12 | -14 | -2 | 7 | -7 | 1 | 7 |
| CC(=O)c1ccc(NC(=O)c2ccc3nc(-c4ccco4)c(-c4ccco4)nc3c2)cc1 | 21 | 13 | -4 | / | 20 | 15 | 6 | -39 | / | -1 | 1 |
| CCN(CC)c1ccc(NC(=O)COC(=O)CCc2cc(OC)c(OC)c(OC)c2)cc1 | -5 | 10 | 13 | 2 | 4 | 5 | -4 | -11 | 11 | 22 | 7 |
| CSC(=NCc1cccnc1)NS(=O)(=O)c1cccs1 | 2 | -11 | -14 | 14 | 25 | -5 | -3 | 6 | 4 | -19 | 0 |
| CN(C)[C@@H](CO)c1nnc([C@H](CC(=O)O)NC(=O)C2CCNCC2)o1 | 7 | -2 | 6 | -17 | 0 | 6 | -11 | 3 | 5 | -1 | 5 |
| CC1CCCN(C(=O)COC(=O)CNS(=O)(=O)c2ccc3ccccc3c2)C1 (stereo not drawn) | -2 | 9 | 3 | -4 | 8 | 9 | 1 | -10 | 7 | -21 | 1 |
| CC1CCCC(C)N1C(=O)CSc1nnnn1-c1cccc2c1CCCC2 (stereo not drawn) | 12 | 15 | 13 | -12 | 1 | -7 | 11 | -1 | -5 | 0 | -4 |
| CC(=O)NCCc1ccc(S(=O)(=O)N2CCCC2)cc1 | 0 | 1 | 7 | -14 | 82* | -20 | 1 | -5 | -5 | 6 | -1 |
| COc1ccc(Nc2oc(-c3ccc(OC)cc3)nc2C#N)cc1 | -23 | -25 | -37 | -38 | -22 | 4 | -64 | -48 | -1 | -8 | -16 |
| COc1cccc(Cl)c1NC(=O)N1CCc2c([nH]c3ccccc23)C1C(F)(F)F (stereo not drawn) | -3 | 19 | 4 | 6 | -3 | 0 | 3 | 0 | 13 | 6 | -18 |
| CN1CCN(C(=S)NC(CC(=O)c2ccccc2)c2ccccc2)CC1 (stereo not drawn) | 1 | 5 | -2 | 17 | -4 | -25 | -31 | -10 | 0 | 4 | 7 |

Following part.
| Compound | EBV LMP1 NFkB | NCOA3 inh | NR5A2 inv ag | NCOA2 inhibitor | TWEAK Fn14 block | TRAIL sens C8 | TROY NFkB inh | NCOA1 inh | NR2F2 inh | CF NFkB inh | KKLEB tox |
| --- | --- | --- | --- | --- | --- | --- | --- | --- | --- | --- | --- |
| CC1(C)CC(NC(=O)C2CCN(S(=O)(=O)c3ccc(Cl)c(C(F)(F)F)c3)CC2)CC(C)(C)N1 | 0 | 0 | 6 | -19 | -18 | 3 | -4 | 7 | 6 | -5 | 18 |
| CCOC(=O)N1C(=O)[C@@](c2ccc(Cl)cc2)(C(C)C)N1C(=O)OCC | -3 | -8 | 0 | 35 | 76* | 35 | 36 | 13 | -4 | 70* | -16 |
| C[C@@H]1ON(C)[C@H]2C[C@H]3c4cc(N5CCOCC5)ccc4CCN3C(=O)[C@@H]12 | -6 | 1 | -2 | -24 | -16 | 0 | 1 | -8 | -8 | 17 | -9 |
| CCN(CC)S(=O)(=O)c1ccc(/C=C/C(=O)Nc2ccc(Br)cc2F)cc1 | 32 | 41 | 33 | 26 | 74* | 30 | 48 | 25 | 56* | -5 | 5 |
| O=C(Nc1nnc(SCC(=O)N2CCCc3ccccc32)s1)c1cccc2ccccc12 | 1 | 7 | -8 | -6 | -12 | 1 | -25 | 8 | 7 | -1 | 15 |
| O=C(O)C1CCCN1S(=O)(=O)c1cccc2nsnc12 (stereo not drawn) | 4 | -3 | -17 | -9 | -19 | -1 | 26 | 2 | -39 | -5 | 5 |
| Cc1cccc(Cl)c1NC(=S)NN | -2 | -2 | 13 | 22 | -12 | 17 | 7 | 4 | 9 | -1 | 9 |
| CCc1nc(Nc2cccc(O)c2)c2oc3ccccc3c2n1 | -10 | 3 | 25 | / | 70* | 8 | 76* | 5 | / | 12 | 5 |
| Cc1ccc(S(=O)(=O)c2cn(Cc3ccc(F)cc3)c3cc4c(cc3c2=O)OCO4)cc1 | -9 | 23 | -35 | -18 | -4 | 3 | -10 | -12 | 11 | 0 | -14 |
| O=C(c1cc(C2CCCCN2S(=O)(=O)c2cccs2)on1)N1CCOCC1 (stereo not drawn) | / | 10 | -7 | -1 | -26 | -1 | 2 | 7 | -3 | -14 | 2 |
| Cc1cccc(NC(=O)CSc2cn[nH]n2)c1 | -6 | -7 | -7 | 24 | 21 | 1 | -8 | 8 | 8 | -3 | 10 |
| O=C(COC(=O)c1cccnc1Cl)c1cccc(Cl)c1 | -5 | -38 | -7 | -45 | -14 | -4 | -22 | -11 | -18 | -14 | 5 |
| CN(C(=O)CC1C(=O)NCCN1C/C=C/c1ccccc1)C1CCOCC1 (stereo not drawn) | 1 | 12 | 5 | 8 | -1 | 7 | 9 | -9 | 7 | -5 | 12 |
| CCCCCC(=O)N1CCCCC1 | -7 | -4 | -9 | -16 | 13 | 11 | -26 | -3 | 3 | 16 | -4 |
| c1ccc(CCn2nnnc2C(c2cccnc2)N2CCN(c3nc4ccccc4s3)CC2)cc1 (stereo not drawn) | 10 | 10 | 2 | 11 | 14 | 7 | -7 | -10 | 22 | -3 | -6 |
| Cc1cc2c(ccc3c2no[n+]3[O-])nn1 | -4 | -1 | 7 | 2 | 31 | -4 | / | -12 | -2 | -13 | 12 |
| Cc1cc(NS(=O)(=O)c2ccc(Cl)cc2)nn1CC(=O)NCc1ccco1 | 3 | 0 | 7 | -2 | 0 | -2 | -27 | 10 | -16 | 4 | -3 |
| Cc1c(Cc2ccccc2)c(=O)oc2c(C)c(OCc3nn[nH]n3)ccc12 | 2 | 22 | 10 | -19 | -4 | -3 | -3 | -14 | 8 | -25 | 8 |
| CC(C)CC1Nc2ncnc(N3CCCCC3)c2N(Cc2ccccc2)C1=O (stereo not drawn) | 0 | -7 | 10 | / | 0 | 2 | -20 | -5 | / | -6 | -4 |
| CC(NC(=O)c1ccccc1Cl)C(=O)Nc1ccc2c(c1)OCO2 (stereo not drawn) | -16 | -36 | -30 | -7 | -18 | -12 | -28 | -34 | 2 | -26 | 2 |
| Cn1nc(C(F)(F)F)c(C(=O)Nc2ccc(F)cc2F)c1Oc1cccc(Cl)c1 | 30 | 9 | -15 | 6 | 10 | 5 | -9 | -5 | 6 | 13 | -5 |
| CCCn1c(SCCN2CCOCC2)nc2c1c(=O)n(C)c(=O)n2C | 6 | -2 | -5 | -1 | -13 | 6 | -8 | -4 | -4 | -18 | -3 |
| Cc1ccc(OCCOCCN2CCCCC2)c([N+](=O)[O-])c1 | 3 | 5 | 1 | -34 | -18 | 3 | 3 | -4 | 8 | 11 | -2 |
| Cc1ccc2cc(C#N)c(N3CCCN(S(=O)(=O)c4ccccc4)CC3)nc2c1 | -2 | 7 | 4 | 15 | 10 | 4 | 6 | -4 | 7 | 1 | 4 |
| O=C(Nc1ccc(Cl)c(Cl)c1)N1CCSC1c1ccco1 (stereo not drawn) | 3 | -12 | -5 | 12 | 8 | 12 | -24 | -8 | 9 | 0 | 14 |
| O=C1COc2ccc(C(=O)COC(=O)/C=C/c3ccc(Br)o3)cc2N1 | 5 | -25 | -5 | 13 | 21 | -24 | 7 | -4 | -7 | -33 | 9 |
| CN(Cc1ccccc1)C(=O)CCS(=O)(=O)c1cc2c(cc1Cl)NC(=O)CO2 | -4 | -8 | -10 | -5 | -17 | 15 | 5 | 1 | -27 | -4 | 16 |
